NCOA3 inh – inhibitors of human steroid receptor coactivator 3 (SRC3). Q9Y6Q9. HEK293 GAL4-SRC3 luciferase reporter, luminescence. inhibition, % at 3.6 µM. hit rate 0.17% among 360,000. AID 588352;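 active = inhibition above a per-campaign cutoff, the mean of all compounds plus 3 SD, cut at about 60% in these data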;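 note: 0% = DMSO-treated cells and 100% = gossypol-treated cells at 36 µM; higher means less SRC3-driven luciferase light from the GAL4 reporter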
SRC1 inh – inhibits human SRC1 coactivator. hit rate 0.12% among 360,000. inhibition, % at 3.6 µM. HEK293 GAL4-SRC1 luciferase reporter, luminescence;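 active = inhibition above the campaign mean plus 3 SD, with each screening campaign given its own cutoff, cut at about 60% in these data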;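 note: 0% = DMSO treated cells and 100% = gossypol at 36 µM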
COUP-TFII inh – NR2F2 (human) inhibition, primary screen; inhibition, % at 8.6 µM; AID 686940; HEK293T NGFI-A luciferase reporter, luminescence; hit rate 0.7% among 370,000;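 active = inhibition above a per-plate cutoff, mean inhibition of test wells between control levels plus 3 SD, cut at about 38% in these data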;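 note: cells cotransfected with COUP-TFII expression vector driving the NGFI-A reporter; 0% = median of COUP-TF2 test wells and 100% = reporter-only cells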
Target sequence (P24468 whole entry, looked up): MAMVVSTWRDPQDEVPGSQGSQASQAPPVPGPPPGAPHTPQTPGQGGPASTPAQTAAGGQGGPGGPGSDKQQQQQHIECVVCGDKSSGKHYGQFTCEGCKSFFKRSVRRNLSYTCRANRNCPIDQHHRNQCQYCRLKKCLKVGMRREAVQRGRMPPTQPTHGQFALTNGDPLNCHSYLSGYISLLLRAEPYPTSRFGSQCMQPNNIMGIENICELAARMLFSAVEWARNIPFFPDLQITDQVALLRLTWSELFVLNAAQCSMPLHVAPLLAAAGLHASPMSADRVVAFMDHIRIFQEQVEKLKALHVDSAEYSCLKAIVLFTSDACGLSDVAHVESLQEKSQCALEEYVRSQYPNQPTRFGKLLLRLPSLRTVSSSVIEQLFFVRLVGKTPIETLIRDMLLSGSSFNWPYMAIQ
C8 TRAIL sens – sensitizes caspase-8 expressing cells to TRAIL; NB7+C8 cells + TRAIL, ATPlite viability luminescence; inhibition (viability loss, TRAIL sensitization), % at 10 µM; hit rate 1% among 360,000;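 active = compounds causing at least 50% loss of cell viability in the single-dose screen, relative to plate controls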
NCOA2 inhibitor – inhibits human steroid receptor coactivator 2. Q15596. HEK293 GAL4-SRC2 luciferase reporter, luminescence. inhibition, % at 9 µM. hit rate 0.17% among 370,000. AID 651957;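 active = inhibition above the mean inhibition of all tested compounds plus 3 SD, set per campaign, cut at about 52% in these data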;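 note: 0% = DMSO treated cells and 100% = cells given Gossypol at 36 µM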
LMP1 NFkB inh – reduces LMP1-driven NF-kappaB luciferase signal; hit rate 0.69% among 350,000; inhibition, % at 12.5 µM; LMP1-induced NF-kappaB luciferase reporter cells, luminescence; in the data active = inhibition above about 41%;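 note: 0% = neutral control wells and 100% = reference inhibitor control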
TWEAK-Fn14 inh – TWEAK-Fn14 signaling inhibition; TWEAK-stimulated Fn14 reporter cells, luciferase luminescence, 8 h; inhibition, % at 10 µM; AID 1159606; hit rate 2% among 360,000; in the data active = inhibition above about 50%
NR5A2 inv ag – inverse agonists of human LRH-1 (NR5A2). inhibition, % at 3.6 µM. O00482. hit rate 0.13% among 360,000. HEK293T StAR-luciferase reporter, LRH-1 transfected, 24 h. AID 602396;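 active = inhibition above the mean inhibition of all tested compounds plus 3 SD, cut at about 73% in these data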;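 note: 0% = DMSO wells and 100% = reporter-only cells lacking LRH-1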
Target sequence (O00482 whole entry, looked up): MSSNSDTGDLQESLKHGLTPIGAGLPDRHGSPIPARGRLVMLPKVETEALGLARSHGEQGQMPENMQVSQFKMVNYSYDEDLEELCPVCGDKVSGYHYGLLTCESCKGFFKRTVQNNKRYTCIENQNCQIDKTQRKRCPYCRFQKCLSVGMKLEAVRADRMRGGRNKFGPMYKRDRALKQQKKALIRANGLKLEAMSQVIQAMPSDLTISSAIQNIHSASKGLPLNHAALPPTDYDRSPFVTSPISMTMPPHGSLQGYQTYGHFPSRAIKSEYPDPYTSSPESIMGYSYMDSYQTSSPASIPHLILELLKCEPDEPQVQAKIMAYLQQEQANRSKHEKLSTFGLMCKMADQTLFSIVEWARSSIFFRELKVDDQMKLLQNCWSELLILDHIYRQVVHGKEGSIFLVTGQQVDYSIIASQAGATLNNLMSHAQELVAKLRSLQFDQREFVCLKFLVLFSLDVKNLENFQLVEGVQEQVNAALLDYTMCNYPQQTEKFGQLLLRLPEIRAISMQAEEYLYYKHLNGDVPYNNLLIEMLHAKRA
CF NFkB inh – cystic fibrosis NF-kB activation inhibition | KKLEB NF-kB-GFP reporter, PAF-induced, GFP fluorescence overnight | inhibition, % at 5 µM | hit rate 0.86% among 360,000 | AID 588850;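 active = at least 50% inhibition at 5 µM, scaled per plate between neutral and stimulator controls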;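 note: PAF is a Pseudomonas aeruginosa culture filtrate used as stimulus; plate controls were PAF-stimulated DMSO wells for no effect and unstimulated DMSO wells for full effect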
TROY signal inh – inhibitors of TROY-dependent NF-kB signaling; Q293 LMP1-TROYcd NF-kB luciferase reporter, 4 h; inhibition, % at 10 µM; hit rate 0.98% among 360,000; AID 1347056;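 active = compounds whose plate-normalised and pattern-corrected inhibition of the luciferase reporter signal at the single screening dose is 50% or more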
KKLEB cytotox – reduces viability of KKLEB cystic fibrosis airway cells; hit rate 0.36% among 360,000; AID 602141; activity change (cytotoxicity), % at 5 µM; KKLEB CF airway cells viability, ATPlite luminescence, overnight; hits give low values; cells stimulated with P. aeruginosa culture filtrate;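 active = corrected activity change at or below -50% at 5 µM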
The depositor's hits bear a star; / = no result given.

Values in the order: NCOA3 inh	SRC1 inh	COUP-TFII inh	C8 TRAIL sens	NCOA2 inhibitor	LMP1 NFkB inh	TWEAK-Fn14 inh	NR5A2 inv ag	CF NFkB inh	TROY signal inh	KKLEB cytotox
- CC1=C(C(=O)Nc2ccc(C)cc2C)C(c2ccc(Cl)cc2)n2nc(C(=O)OC(C)C)nc2N1 (stereo unspecified)
 : 8.9	14.6	-16.8	6.5	-12.8	-2.2	0.3	-11.9	-5.7	16.0	-3.6
- CC(c1ccccc1)n1c(S(=O)(=O)O)nc2ccccc21 (stereo unspecified)
 : 6.0	-1.0	-4.3	-8.2	-6.4	0.4	0.3	1.4	-17.8	5.3	-3.6
- O=C(COc1ccc(S(=O)(=O)NC2CCCCC2)cc1)NC1CC1
 : -5.2	-5.0	5.8	-0.9	-38.6	4.2	11.2	17.6	12.0	0.2	0.4
- CNC[C@H](CC1CCCCC1)NC[C@H](CO)NCCc1cccc(C(F)(F)F)c1
 : -12.6	0.4	-5.2	42.2	-16.1	-12.6	-22.5	4.1	30.7	-15.6	-19.2
- CC(=O)N1CCC(CCCC2CCN(C(C)=O)CC2)CC1
 : 2.5	7.7	2.7	-10.0	5.8	-2.1	16.3	3.1	-14.2	-4.9	-0.5
- C[C@H](CO)N1C[C@H](C)[C@@H](CN(C)Cc2ccccc2)OCCCC[C@H](C)Oc2ccc(N(C)C)cc2C1=O
 : -14.0	-12.6	-0.6	-2.4	10.6	-1.3	0.9	2.9	-2.5	4.4	12.1
- CCOc1cc(/C=C/C(=O)O)ccc1OCCOc1ccccc1
 : -6.2	-19.2	2.9	-6.3	4.3	-20.2	24.6	-24.2	-7.8	-23.4	4.2
- CCCN1CCC(N(CCc2ccccc2)Cc2ccccc2)CC1
 : -16.5	-12.2	-19.9	8.8	-10.6	-13.1	9.1	-6.8	-9.6	-12.3	-12.7
- O=C1NCCO1
 : 15.7	-20.0	-22.9	-9.8	-1.4	-13.1	10.4	5.4	0.8	4.5	4.1
- O=C(c1ccc2c(c1)OCO2)N1CCOCC1
 : -16.2	-1.8	0.0	16.3	3.1	-2.4	9.4	12.3	2.4	7.8	2.5
- CC(=O)Nc1ccc2nc(-c3cccnc3)[nH]c2c1
 : -4.9	-1.8	9.2	0.3	11.9	0.6	3.6	0.5	2.1	13.1	1.5
- COc1ccc(/C=C2\CC/C(=C\c3ccc(OC)cc3OC)C2=O)c(OC)c1
 : -16.3	-15.5	-17.6	7.0	6.5	-8.3	-22.5	1.7	-49.3	-30.8	-4.6
- CC(C)(C)OC(=O)N1CCN(c2ccc(CNC(=O)c3ccc(Cl)cc3)cc2)CC1
 : 8.6	-5.5	39.3*	17.9	16.5	-2.4	32.8	28.6	5.6	30.2	-8.5
- CCOC(=O)c1ccc(-c2ccc3ncnc(NCc4csc(C)n4)c3c2)o1
 : -18.8	-21.9	-33.1	-7.2	-21.5	/	-1.4	25.2	-5.4	-2.4	2.0
- O=[N+]([O-])c1ccc(C=NNc2ccc(S(=O)(=O)O)cc2)cc1
 : -19.9	-6.9	-16.6	6.1	26.6	-5.0	16.8	-12.5	-38.3	1.9	-0.6
- CCc1ccccc1NCC(=O)Nc1ccccc1C(=O)OC
 : -8.4	-9.6	6.4	-1.2	-7.9	3.5	14.3	-27.0	5.7	11.5	0.9
- Cc1nc(/N=C(\N)NC(=O)N2c3ccccc3Sc3ccccc32)nc2ccccc12
 : -11.2	-10.9	-17.3	2.5	-18.6	26.6	0.0	-14.2	-9.0	-6.5	-5.9
- CC(=O)c1ccc(NC(=O)CC2Nc3cccc4cccc(c34)NC2=O)cc1 (stereo unspecified)
 : -4.2	4.8	6.8	-2.5	-3.7	6.1	11.4	19.6	15.7	9.6	-13.5
- CSc1nsc(SCC(=O)Nc2nc3ccc(C)cc3s2)n1
 : -14.9	-33.2	-3.9	1.4	-5.8	-26.5	13.2	-21.1	-3.0	-52.0	0.5
- O=C(NCc1ccccc1Cl)c1ccc(S(=O)(=O)N2CCCC2)cc1
 : -20.9	-2.1	-12.5	-0.1	-3.4	-5.1	-5.0	-4.7	8.8	-5.1	-10.6
- CCn1cc(C(=O)O)c(=O)c2cc(F)c(N3CCN(C(=S)NC(=O)c4ccccc4F)CC3)cc21
 : 9.5	-7.0	20.7	3.7	7.3	4.7	-18.1	13.0	-16.4	7.7	22.2
- Cc1cc(C(=O)CN2C(=O)NC3(CCCCC3C)C2=O)c(C)n1Cc1cccs1 (stereo unspecified)
 : -63.1	-77.1	-35.4	10.8	-41.2	-33.8	-7.5	-104.6	10.5	1.9	-0.5
- CSc1c(CC(=O)Nc2ccccc2)n(C)c2ccccc12
 : -103.6	-25.7	-2.0	10.0	-23.0	-24.3	-93.1	-24.9	13.6	-23.8	-3.7
- S=C(NCCc1ccccc1)Nc1cnc2ccccc2c1
 : -42.7	-39.5	-11.4	13.0	-18.4	-13.8	-35.6	-66.3	5.0	-28.1	-2.4
- CCCOc1ccc(-c2nc(C#N)c(NCCCn3ccnc3)o2)cc1
 : -4.7	3.8	-4.0	-13.6	-7.7	0.2	-25.1	15.8	-6.7	21.5	-9.4
- COc1ccc(CCNC(=O)CCc2ccccc2)cc1OC
 : -3.1	-16.7	1.1	4.3	2.6	/	12.3	-15.1	-1.5	-0.3	-0.7
- CCCCn1nc(C(=O)NCC2COc3ccccc3O2)c2ccccc2c1=O (stereo unspecified)
 : 4.8	4.4	7.4	14.6	28.9	-0.5	13.2	14.7	-20.6	-2.4	-8.0
- O=[N+]([O-])c1ccc(N2CCN(c3ccccc3F)CC2)nc1
 : -4.7	-21.9	-0.5	-10.8	3.2	-5.8	-19.7	-9.5	22.2	0.6	-18.9
- CN1CCN(CCCNC(=O)Cn2ncc3c4ccccc4n(C)c3c2=O)CC1
 : 5.8	0.8	24.6	-15.5	-22.5	-56.0	-1.7	4.2	-24.4	-17.8	26.3
- COc1ccc(CCC(=O)Nc2nc3c(s2)CN(C)CC3)cc1OC
 : 0.9	1.7	10.9	1.5	-6.4	6.2	1.5	4.9	10.1	9.9	2.1
- Cc1ncn(-c2ccc(C(=O)Oc3ccccc3)cn2)n1
 : 11.9	9.1	1.4	1.6	13.8	3.6	4.8	-4.8	8.2	9.4	5.7
- c1ccc(C2(CN3CCNC[C@@H]3CC3CCCCC3)CC2)cc1
 : -6.7	8.0	-7.5	15.4	8.3	-10.3	3.8	-11.8	23.9	-4.2	-9.7
- CCc1ccccc1Nc1nc(N)nc(COC(=O)CCNS(=O)(=O)c2ccccc2)n1
 : -15.2	-14.5	-11.0	2.3	5.1	-3.8	-84.6	-1.9	0.7	17.1	4.8
- O=C(Nc1ccc(F)c(F)c1)c1ccccc1-c1ccccc1
 : 1.6	-1.8	-3.8	-5.5	5.3	5.2	6.9	-0.7	-0.4	-1.5	-1.5
- COc1cc2c(cc1OC)CN(C(=O)c1cc(S(=O)(=O)N3CCOCC3)ccc1C)CC2
 : 14.1	34.9	2.5	-11.7	-2.5	-3.7	-3.0	2.8	14.4	-24.0	-2.3
- O=C(O)CCc1ccc(-c2cccs2)n1NC(=O)c1cccs1
 : -8.7	-34.0	-24.5	-9.0	-28.4	-7.5	3.2	8.2	8.0	-7.0	11.5
- CN1CCN(C(=O)c2ccccc2-c2nc(-c3ccccc3)no2)CC1
 : -34.8	-49.8	-1.6	-3.0	-15.9	-14.6	-6.9	-16.9	9.7	-44.1	7.5
- CCC(C)(C)NC(=O)C(c1ccccc1F)N(Cc1ccco1)C(=O)Cn1nnc2ccccc21 (stereo unspecified)
 : 9.4	0.1	-9.1	10.2	-3.7	0.0	9.6	5.4	-3.1	27.7	10.1
- Cc1ccc(C(C2=C(O)CC(C)(C)CC2=O)C2C(=O)CC(C)(C)CC2=O)o1 (stereo unspecified)
 : 0.0	-9.6	15.2	8.6	14.1	-7.1	11.4	2.4	4.0	1.7	-0.4
- O=C1NCCCC1C(=O)N/N=C/c1ccc(Cl)cc1 (stereo unspecified)
 : 18.7	0.6	-25.3	1.0	1.9	-14.4	7.7	-5.0	17.1	5.4	-0.7
- COc1ccc(NS(=O)(=O)c2ccc(OC)c(NC(=O)CCC3CCCCC3)c2)cc1
 : -7.9	-8.3	7.3	-0.8	5.7	6.9	-11.2	12.1	8.4	-0.3	6.4
- CC(=O)Nc1ccc(C2=NOC(C)(C)C(=O)N2Cc2cccc(C#N)c2)cc1
 : -1.4	-3.0	5.1	-14.2	-29.3	/	-14.8	12.5	-0.4	7.4	-6.3
- COC(=O)c1ccc(NC(=S)NCCCN2CCCC2=O)cc1
 : 4.5	-8.0	10.0	-5.7	-1.1	-2.1	5.3	4.1	-3.8	0.5	-3.9
- Cc1ccccc1OCC(=O)N1N=C(c2cccnc2)CC1(O)C(F)(F)F (stereo unspecified)
 : 18.5	-1.3	10.2	8.1	-11.6	3.2	8.0	8.6	18.7	-15.7	-8.8
- CC(=O)c1cccc(OCc2cc(C(=O)N(C)CCc3cnn(C)c3)no2)c1
 : 18.7	-8.2	-22.5	-10.2	-12.6	-0.2	0.7	13.8	16.3	-3.7	-14.8
- CCOC(=O)c1ccc(NC(=O)CSc2nc(C)nc3c2c(=O)n(C)c(=O)n3C)cc1
 : 7.5	-8.8	-6.2	-9.2	-6.0	7.8	22.6	19.3	-4.1	9.4	11.5
- CCc1ccc(C(=O)C(C)OC(=O)CNS(=O)(=O)c2ccc(C)cc2)cc1 (stereo unspecified)
 : -6.0	-1.5	2.4	15.0	-14.6	-1.1	7.7	7.9	7.1	-15.0	1.5
- COc1ccc(S(=O)(=O)N2CCN(Cc3ccc(OC)c(OC)c3)CC2)cc1
 : -6.7	-5.1	12.7	-1.4	22.6	-0.1	0.6	-15.7	6.4	-9.1	-3.9

Bioassay records deposited in PubChem by several laboratories.
